# From PubChem BioAssay
# NCOA1 inh – SRC1 coactivator transcriptional activity inhibitors, primary screen, cell-based, luminescence; inhibition, % at 3.6 µM; HEK293 GAL4-SRC1 luciferase reporter; 360,000 compounds, 0.12% hits;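 active means inhibition above the campaign mean plus 3 SD, with each screening campaign given its own cutoff, cut at about 60% in these data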;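 further: 0% = DMSO treated cells and 100% = gossypol at 36 µM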
# ABHD5 PLIN5 PPI – ABHD5-PLIN5 interaction inhibitors, primary screen, cell lysate, split luciferase complementation, luminescence. Split G. princeps luciferase complementation, 4 h. inhibition, % at 4 µM. 360,000 compounds, 0.78% hits. AID 602281, 2012;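 active means inhibition above the mean inhibition across every tested compound plus 3 SD, cut at about 22% in these data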;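 further: 0% = DMSO only wells and the 100% control is not disclosed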
# TLR9-MyD88 block – inhibitors of TLR9-MyD88 association in cells, primary screen, cell-based, CHO, BLA complementation, fluorescence; inhibition, % at 4.98 µM; 340,000 compounds, 0.21% hits; CCF4 FRET ratio;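 active means inhibition above the mean over all tested compounds plus 3 SD, cut at about 21% in these data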;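 further: 0% = DMSO only wells and 100% = clavulanate BLA inhibitor control wells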
# NR2F2 inh – NR2F2 transcriptional activity inhibitors, primary screen, cell-based, luciferase reporter, HEK293T, luminescence | 370,000 compounds, 0.7% hits | AID 686940, 2013 | inhibition, % at 8.6 µM | HEK293T NGFI-A luciferase reporter;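 active means inhibition above a per-plate cutoff, mean inhibition of test wells between control levels plus 3 SD, cut at about 38% in these data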;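 further: cells cotransfected with COUP-TFII expression vector driving the NGFI-A reporter; 0% = median of COUP-TF2 test wells and 100% = reporter-only cells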
# TROY signal inh – inhibitors of TROY-driven NF-kB signaling, primary screen, Q293 LMP1-TROYcd cells, NF-kB luciferase, uHTS; Q293 LMP1-TROYcd NF-kB luciferase reporter, 4 h; inhibition, % at 10 µM; 360,000 compounds, 0.98% hits;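 active means compounds whose plate-normalised and pattern-corrected inhibition of the luciferase reporter signal at the single screening dose is 50% or more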
# NOD2-RIPK2 inh – NOD2-RIPK2 binding disruptors in cells, primary screen, fluorescence, CHO cells, BLA complementation | inhibition, % at 4.98 µM | CCF4 ratio | 360,000 compounds, 0.38% hits | Receptor-interacting serine/threonine-protein kinase 2 (Homo sapiens), O43353; in the data active means inhibition above about 21%;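 further: 0% = vehicle only and 100% = reference blocker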
# LRH-1 inv ag – LRH-1 (NR5A2) inverse agonists, primary screen, cell-based, luminescence, HEK293T, StAR-luciferase reporter; 360,000 compounds, 0.13% hits; AID 602396, 2012; LRH-1 transfected, 24 h; Nuclear receptor subfamily 5 group A member 2 (Homo sapiens), O00482; inhibition, % at 3.6 µM;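 active means inhibition above the mean inhibition of all tested compounds plus 3 SD, cut at about 73% in these data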;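 further: 0% = DMSO wells and 100% = reporter-only cells lacking LRH-1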
# Granule exo inh – LAMP-1 surface exposure blockers, TALL-104 cells – cell-based, flow cytometry, MLPCN library, primary screen; TALL-104 LAMP-1 surface exposure; cells stimulated with thapsigargin and PMA; inhibition, % at 10 µM; 360,000 compounds, 0.66% hits;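 active means inhibition above about 55%, limit read from the data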
# SRC2 inh – inhibition of GAL4-SRC2 driven luciferase reporter, primary screen, SRC2 inhibitor project, cell-based, luminescence | HEK293 GAL4-SRC2 luciferase reporter | inhibition, % at 9 µM | 370,000 compounds, 0.17% hits | AID 651957, 2012;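 active means inhibition above the mean inhibition of all tested compounds plus 3 SD, set per campaign, cut at about 52% in these data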;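 further: 0% = DMSO treated cells and 100% = cells given Gossypol at 36 µM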
# TWEAK Fn14 block – inhibitors of TWEAK-Fn14 signaling, primary screen, luciferase reporter cells, uHTS; TWEAK-stimulated Fn14 reporter cells, luciferase luminescence, 8 h; inhibition, % at 10 µM; 360,000 compounds, 2% hits; AID 1159606, 2016; in the data active means inhibition above about 50%
# NCOA3 inh – SRC3 coactivator transcriptional activity inhibitors, primary screen, cell-based, luminescence; HEK293 GAL4-SRC3 luciferase reporter; inhibition, % at 3.6 µM; 360,000 compounds, 0.17% hits;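 active means inhibition above a per-campaign cutoff, the mean of all compounds plus 3 SD, cut at about 60% in these data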;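 further: 0% = DMSO-treated cells and 100% = gossypol-treated cells at 36 µM; higher means less SRC3-driven luciferase light from the GAL4 reporter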
# * marks the source's active call; other numbers are inactive results; · = not tested or not shown. Some of the compounds tested. The share of hits here may be higher or lower than overall.
# Preview:
SMILES,NCOA1 inh,ABHD5 PLIN5 PPI,TLR9-MyD88 block,NR2F2 inh,TROY signal inh,NOD2-RIPK2 inh,LRH-1 inv ag,Granule exo inh,SRC2 inh,TWEAK Fn14 block,NCOA3 inh
CCCCNC(=O)C12CCC(C)(C(=O)C1Br)C2(C)C (stereo not given),0.5,1.1,-12.0,12.3,-3.2,3.4,7.8,-0.1,0.3,-2.6,12.6
O=C(Cc1ccc(Cl)cc1)c1c[nH]c(C(=O)NCc2cccnc2)c1,-10.8,3.0,3.1,23.1,11.7,-2.5,37.6,1.1,88.0*,43.4,48.9

# This part in full (from the top)
SMILES,NCOA1 inh,ABHD5 PLIN5 PPI,TLR9-MyD88 block,NR2F2 inh,TROY signal inh,NOD2-RIPK2 inh,LRH-1 inv ag,Granule exo inh,SRC2 inh,TWEAK Fn14 block,NCOA3 inh
CCCCNC(=O)C12CCC(C)(C(=O)C1Br)C2(C)C (stereo not given),0.5,1.1,-12.0,12.3,-3.2,3.4,7.8,-0.1,0.3,-2.6,12.6
O=C(Cc1ccc(Cl)cc1)c1c[nH]c(C(=O)NCc2cccnc2)c1,-10.8,3.0,3.1,23.1,11.7,-2.5,37.6,1.1,88.0*,43.4,48.9
Cc1cccc(NC(=O)CNC(=O)Cn2cc(C(F)(F)F)cc(Cl)c2=O)c1C,-3.0,1.6,-13.8,5.2,-13.7,0.7,8.3,2.2,4.7,-0.6,14.6
O=C(/C=C/c1ccccc1)c1ccc2c3c(cccc13)CC2,-31.9,9.8,14.3,-25.8,24.9,12.1,-27.6,-3.7,-20.8,35.9,-6.4
OCCN(CCO)Cc1ccc(Br)cc1,-1.1,1.0,-6.4,-5.6,-9.8,-10.1,3.9,-0.4,-1.0,3.5,30.8
CCn1c(=O)cc(OCC(=O)Nc2ccc3c(c2)OCCO3)c2ccccc21,-4.6,-2.4,0.8,-11.1,26.5,6.2,20.1,2.3,-30.1,-15.6,3.8
COc1ccc(-n2c(C)csc2=S)cc1,9.1,3.7,-14.8,14.4,3.9,-20.6,-6.2,6.3,-13.3,-7.8,-12.6
CCCNC(=O)Nc1nnc(C2CC2)s1,-56.1,-3.0,9.4,-5.5,-20.2,-14.4,-11.5,-0.4,4.0,0.2,7.0
O=C(CN1C(=O)C2CCCCN2C(=O)c2ccccc21)Nc1ccc(F)cc1 (stereo not given),-7.2,1.9,-3.7,-21.9,13.2,-2.1,13.6,6.7,-5.0,3.6,14.4
CCOc1ccccc1NC(=O)NNS(=O)(=O)c1cc(OC)ccc1OC,14.6,-5.3,-0.1,6.7,-7.5,-1.1,0.2,-1.0,0.8,0.9,-7.6
C(=N\n1cnnc1)/c1ccccn1,0.0,3.3,3.5,-10.3,-10.4,-12.1,16.2,1.3,-28.2,-8.3,5.7
COc1cc(CNc2ncnc3c2ncn3[C@H]2CN(Cc3ccncc3)C[C@@H](CO)O2)cc(OC)c1OC,-3.2,4.6,·,9.7,-0.1,-8.9,16.3,-9.2,-9.2,21.8,3.1
COc1ccccc1CNC(=O)C(NC(=O)c1ccc(C)cc1)C(C)C (stereo not given),-12.2,3.7,-1.0,-36.5,1.0,-3.6,16.2,-3.1,-2.8,10.3,6.9
CCCc1c(C(=O)N/N=C/c2ccncc2)nnn1-c1nonc1N,-10.7,2.9,3.7,5.8,-1.7,-0.4,-5.1,-3.2,-33.3,-0.2,-39.6
O=C(COC(=O)CC1Sc2ccccc2NC1=O)NCc1ccccc1 (stereo not given),-8.0,-6.5,2.6,-7.2,13.0,1.8,-12.2,4.8,-18.8,-12.7,-7.0
C=CCSC1=NC(=O)/C(=C/c2cccs2)S1,-2.8,7.4,-2.1,-4.8,-74.8,-5.8,5.2,2.0,-17.8,-36.8,8.8
CCOC(=O)CCc1c(C)c2ccc(OCc3ccc([N+](=O)[O-])cc3)cc2oc1=O,-9.3,-7.1,-10.2,5.0,-23.1,-1.5,10.4,0.6,-23.9,-42.5,-0.8
COc1cc(C(C)=O)ccc1OCC(=O)Nc1ccc(S(=O)(=O)N2CCCCC2)cc1,7.2,-1.8,6.7,-1.4,9.0,5.2,0.2,-4.9,-21.3,14.3,6.2
Cc1nn(CC(=O)NCc2cccc(F)c2)c(=O)c2cccn12,-8.5,-0.1,5.2,-1.8,-23.4,-4.7,5.4,-2.9,19.6,-59.6,13.7
CSc1ccccc1NC(=O)c1csc(C)c1,-4.1,4.3,-4.3,-18.2,-25.4,-4.2,1.9,-4.5,-10.0,-7.5,-17.0
O=C(O)/C(=C\c1ccco1)NC(=O)c1cccc2ccccc12,-2.0,2.4,-9.9,5.5,10.8,-5.8,6.5,17.3,-23.4,17.1,-8.5
CC1C(=O)N(Cc2cn(CCC3OCCO3)nn2)CCS(=O)(=O)N1Cc1ccc(-c2ccc(F)cc2)cc1 (stereo not given),-3.1,1.3,1.4,21.5,-1.4,16.2,-4.9,6.6,24.1,14.4,-2.3
COc1ccccc1CNS(=O)(=O)c1cc(C(=O)NCC2CCCO2)c(Cl)cc1Cl (stereo not given),-7.2,-0.2,-9.8,4.5,-5.9,-13.7,-4.5,-10.2,-19.4,11.0,-0.6
COc1ccccc1N(Cc1ccccc1)S(=O)(=O)c1cccc(C(=O)Nc2ccc(C(C)=O)cc2)c1,-37.0,5.2,0.3,-14.0,-26.8,-16.9,-24.9,-0.4,-27.5,0.4,-18.2
CS(=O)(=O)NNC(=O)c1sccc1OCc1ncc(C(F)(F)F)cc1Cl,-9.1,-0.8,4.4,-1.5,-1.6,4.9,-7.9,-8.9,29.5,-12.9,18.4
COCc1nc2oc3ccccc3c(=O)c2cc1C(=O)OC,-80.5,5.6,5.2,-21.6,-33.7,0.6,-35.6,-11.8,-53.6,-14.7,-79.8
COc1cc(-n2cnnn2)ccc1S(=O)(=O)N1CCOCC1,7.1,-2.0,-6.0,6.2,7.6,-1.6,7.2,1.4,-9.3,2.0,22.1
O=C(CCC(=O)N1CCCC1)N1CCCC1,-3.1,-2.3,3.4,9.1,-4.0,-4.4,16.9,12.1,-23.7,11.3,-1.1
CCN1CCN(c2ncnc3c2sc(=S)n3-c2ccccc2)CC1,4.8,11.6,-5.5,11.9,-18.7,0.4,20.5,5.1,-8.4,-5.9,7.9
CCN(CC(=O)Nc1c(F)cccc1F)C(=O)c1cc(S(=O)(=O)NCc2ccccc2)ccc1C,5.6,-6.2,1.4,-14.5,-29.9,-8.6,6.3,0.8,-1.1,-2.2,-7.2
COCCN(C(=O)COC(=O)c1c(-c2ccccc2)noc1C)c1c(N)n(Cc2ccccc2)c(=O)[nH]c1=O,-1.5,1.0,3.1,4.3,24.3,-0.2,4.2,-0.2,-7.8,-10.0,-39.3
Cc1cc(C)nc(NS(=O)(=O)c2ccc(NC(=O)C3(c4ccccc4)CCCC3)cc2)n1,11.2,-3.1,12.3,6.0,0.7,-11.1,-46.7,-0.4,-8.3,10.3,5.1
CC(=O)c1c(C)[nH]c(C(=O)OCC(=O)Nc2ccccc2Cl)c1C,-20.7,0.2,-1.6,8.9,-1.4,-5.4,15.2,-0.9,-13.3,38.7,19.6
COc1ccc(NC(=O)O/N=C/c2c(C)nn(C(C)(C)C)c2C)cc1,-22.9,-4.2,-12.8,17.6,64.9*,-13.6,-26.1,-3.4,-76.3,-9.7,-2.1
CCN(CC)c1cc(Oc2ccccc2)ncn1,-28.9,1.2,-3.3,-20.9,-13.4,-2.3,-8.7,1.6,-31.8,3.5,-43.8
C=CCN(c1ccc(C(=O)OC)cc1)S(=O)(=O)c1ccccc1,-11.5,-2.8,-0.8,8.6,3.1,-5.6,-4.5,-2.1,-3.8,-1.2,0.4
CCOC(=O)N1CCN(C2=C(NS(=O)(=O)c3ccc(NC(C)=O)cc3)C(=O)c3ccccc3C2=O)CC1,-21.1,-42.2,-2.9,6.8,3.4,-3.8,12.9,0.3,9.8,-14.4,6.5
COc1cccc(NC(=O)c2ccc(CN3CCN(c4ccccc4)CC3)cc2)c1,-45.2,1.0,-2.4,-3.5,5.1,8.6,-8.6,1.2,3.4,0.4,-105.4
O=C1C(Cc2ccccc2)NC(=S)N1Cc1ccccc1 (stereo not given),12.0,-5.2,-1.6,-7.2,7.2,8.7,17.4,-6.5,-10.6,2.1,3.8
CC(C)c1nc2cc(Cl)ccc2n(Cc2ccccc2)c1=O,12.7,-8.6,4.7,3.4,-22.7,-4.5,-0.3,47.9,-8.9,-11.1,-29.2
CCOC(=O)N1CCC(NCCNC(=O)c2ccccc2Cl)CC1,-3.4,-0.1,1.8,2.9,-25.2,0.1,6.5,-0.4,2.3,0.7,7.1
CC(C)Oc1ccc(C2C(C(=O)c3ccco3)=C(O)C(=O)N2Cc2cccnc2)cc1 (stereo not given),-27.7,-3.8,5.8,-15.5,20.0,3.0,-15.3,0.4,-31.3,19.0,-17.3
Cc1[nH]c(C)c(S(=O)(=O)Nc2ccc(OC(F)(F)F)cc2)c1C(=O)N1CCCCC1,-29.0,-5.4,-0.8,10.7,0.5,-0.8,6.0,-2.5,16.5,-8.4,17.7
Cc1ccc(S(=O)(=O)N2CCN(C(=O)COC(=O)C3CCC3)CC2)cc1,-2.6,-8.0,-0.5,6.1,-0.3,-4.3,0.4,0.2,-19.8,-8.2,4.7
Cc1ccc(N(CC(=O)NCCSc2ccccn2)S(=O)(=O)c2ccc(F)cc2)cc1,-23.6,-4.8,-13.0,13.1,-2.0,-1.1,19.9,-3.4,11.2,27.5,16.2
Cc1nn(Cc2ccc(C(=O)NC(C)(C)C)o2)c(C)c1Br,16.7,3.2,2.7,48.0*,12.8,1.4,10.3,1.0,37.0,17.7,2.9
Cn1nc(C(=O)Nc2cccc(S(=O)(=O)N3CCCCC3)c2)c2ccccc2c1=O,-4.9,-1.5,0.9,-43.7,-3.1,-2.6,-44.9,9.1,-17.6,8.7,13.2
COC(=O)[C@]12CCCCC=C1N(Cc1ccccc1)C(=O)[C@H](CC(=O)NCc1ccc(C)o1)C2,·,6.8,·,-3.6,-3.0,-4.8,-4.0,-8.9,-17.9,9.5,·
Cc1occc1C(=O)NNC(=O)c1ccccc1F,-33.5,-3.6,9.2,-20.5,-26.2,2.9,-38.5,-0.3,-12.2,-7.8,-8.8

# One compound at a time (already shown). Values in the order: NCOA1 inh, ABHD5 PLIN5 PPI, TLR9-MyD88 block, NR2F2 inh, TROY signal inh, NOD2-RIPK2 inh, LRH-1 inv ag, Granule exo inh, SRC2 inh, TWEAK Fn14 block, NCOA3 inh
# Profile of `Cc1ccc(S(=O)(=O)N2CCN(C(=O)COC(=O)C3CCC3)CC2)cc1` : -2.6, -8.0, -0.5, 6.1, -0.3, -4.3, 0.4, 0.2, -19.8, -8.2, 4.7
# Profile of `Cc1nn(Cc2ccc(C(=O)NC(C)(C)C)o2)c(C)c1Br` : 16.7, 3.2, 2.7, 48.0*, 12.8, 1.4, 10.3, 1.0, 37.0, 17.7, 2.9
